Source: PubChem (several laboratories)
NALP1 inh: inhibitors of NALP1 inflammasome in yeast | S. cerevisiae NALP1/ASC/caspase-1 growth, X-gal OD620, 72 h | inhibition, % at 10 µM | 280,000 tested, 0.61% active | AID 2071; in the data active = inhibition mostly above about 24%, no sharp cut-off; inactive = mostly below about 32%; note: some compounds called inactive have numbers as strong as hits
MEKK2 mut-MEK5: signal of MEK5 binding to mutant human MEKK2 PB1 domain. bead flow cytometry, Alexa488-MEK5 binding to MEKK2 mutant. percent response, % at 10 µM. 290,000 tested, 0.35% active; in the data active = percent response above about 24%, passing the limit was not always enough; note: inactives centre near 1; some results filed as inactive read as strong as hits
GPR7 antagonist: antagonists of human GPR7 (neuropeptides B/W receptor 1). GPR7-expressing cells, fluorescence antagonist assay. inhibition, % at 4.4 µM. 290,000 tested, 1.1% active. AID 1861; in the data active = inhibition above about 16%, passing the limit was not always enough;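 note: cells stimulated with the agonist NPW; 0% = agonist with vehicle and 100% = vehicle without agonist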
V1aR counter: activates human V1a receptor in oxytocin agonist counter-screen. AID 2797. 320,000 tested, 0.25% active. CHO-V1R cells, Fluo-8 calcium fluorescence, agonist mode; 0% DMSO, 100% 3 nM vasopressin. activation, % at 3 µM;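 active = activation above the mean activation of all tested compounds plus 3 SD, per screening run, cut at about 20% in these data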;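 note: signal is peak over basal fluorescence ratio across a 100 second FLIPR read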
M18AAP inhibitor: PfM18AAP enzyme inhibition; recombinant PfM18AAP, H-Glu-NHMec fluorogenic cleavage; inhibition, % at 7.35 µM; 290,000 tested, 1.2% active;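 active = inhibition above the campaign mean inhibition over all tested compounds plus 3 SD, cut at about 28% in these data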;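 note: 0% = plate median of test compound wells and 100% = 2 mM ZnCl2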
GalR3 antag: blocks the human galanin receptor 3. 360,000 tested, 0.44% active. HEK293 GalR3-CNG cAMP membrane potential fluorescence; galR3 body fused to GalR1 C-terminus. inhibition, % at 3 µM. O60755. AID 651719;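 active = inhibition above the screen-wide average plus 3 SD, cut at about 13% in these data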;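 note: forskolin and galanin both at EC90 stimulate the cells; cAMP rise reported by CNG channel membrane potential dye signal; 0% = forskolin plus galanin with DMSO and 100% = forskolin alone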
Target sequence (O60755 1-299 limits assumed): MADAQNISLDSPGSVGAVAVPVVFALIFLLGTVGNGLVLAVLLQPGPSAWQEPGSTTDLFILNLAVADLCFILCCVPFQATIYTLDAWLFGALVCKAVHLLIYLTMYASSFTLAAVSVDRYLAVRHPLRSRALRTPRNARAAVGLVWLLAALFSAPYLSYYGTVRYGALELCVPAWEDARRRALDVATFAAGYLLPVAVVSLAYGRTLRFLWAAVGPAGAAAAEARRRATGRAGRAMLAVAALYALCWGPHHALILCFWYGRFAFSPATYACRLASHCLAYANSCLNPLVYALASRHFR
MEKK2 WT-MEK5: raises or lowers MEK5 binding to wildtype human MEKK2 PB1 domain; AID 1531; 290,000 tested, 1.1% active; bead flow cytometry, Alexa488-MEK5 binding to MEKK2 WT; actives lie on both sides; binding response (% of control), % at 10 µM; Q9Y2U5; in the data active = binding response below about 67% or above about 130%
OXTR potentiator: potentiates the human oxytocin receptor response. CHO-OTR cells, Fluo-8 calcium fluorescence, potentiator mode; 0% = oxytocin EC15, 100% = EC100. activation, % at 3 µM. 320,000 tested, 0.061% active. P30559. AID 2445;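 active = activation above that plate's cutoff, the mean activation of tested compounds plus 3 SD, cut at about 6.6% in these data, passing the limit was not always enough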;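 note: 100% uses oxytocin at 75 nM as the full agonist control; some results filed as inactive read as strong as hits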
Target sequence (P30559 whole entry, looked up): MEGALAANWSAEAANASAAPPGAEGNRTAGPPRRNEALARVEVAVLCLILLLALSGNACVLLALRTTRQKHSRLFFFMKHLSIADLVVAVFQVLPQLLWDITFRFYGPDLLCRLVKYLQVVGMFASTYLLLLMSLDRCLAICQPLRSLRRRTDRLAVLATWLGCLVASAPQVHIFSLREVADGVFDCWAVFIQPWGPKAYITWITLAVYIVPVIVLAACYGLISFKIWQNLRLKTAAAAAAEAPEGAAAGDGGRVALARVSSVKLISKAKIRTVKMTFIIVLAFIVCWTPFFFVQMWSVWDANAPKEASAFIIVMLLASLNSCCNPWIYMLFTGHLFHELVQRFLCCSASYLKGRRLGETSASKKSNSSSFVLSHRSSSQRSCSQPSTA
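Assay system: CHO cell line stably expressing human OTR. Reagent: EC15 oxytocin agonist. Dosing: single dose, 3.0 µM nominal final compound concentration. Timing: compound 6 min at room temperature before oxytocin, 100 s read. Signal: kinetic Fluo-8 calcium fluorescence. Controls: oxytocin EC15 low and EC100 high.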
OXTR ag: human OXTR agonism; P30559; CHO-OTR cells, Fluo-8 calcium fluorescence; normalized: DMSO 0%, oxytocin 100%; activation, % at 3 µM; 320,000 tested, 0.32% active; AID 2435;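 active = activation above the mean of all tested compounds plus 3 SD, cutoff set per screening run, cut at about 20% in these data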;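 note: peak over basal fluorescence ratio from a 100 s FLIPR kinetic read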
Active calls of the source: *; / = no result given; [ ] = remark or other dose.

SMILES	GPR7 antagonist	V1aR counter	NALP1 inh	MEKK2 WT-MEK5	OXTR potentiator	M18AAP inhibitor	OXTR ag	MEKK2 mut-MEK5	GalR3 antag
Cc1ccccc1C(=O)NCC(c1ccco1)N1CCc2ccccc21 (stereo unspecified)	/	7.6	/	/	-6	/	-1.8	/	-7
O=C(O)C1C2C=CC(C2)C1C(=O)Nc1cccc(C(=O)N2CCCCC2)c1 (stereo unspecified)	8	0.8	10	102	-2	2	-0.3	5	-8
CC(CNC(=O)c1ccc(NC2=NC3CS(=O)(=O)CC3S2)cc1)c1ccccc1 (stereo unspecified)	-3	-0.6	-4	94	-5	-1	-0.9	-8	/
C[C@@]12CCC[C@@](C)(C(=O)O)C1CC[C@@]13C[C@@H](NCc4ccccc4)[C@@](C)(CCC12)C3 (stereo partly specified)	/	0.8	/	/	1	/	2.4	/	-1
Cc1cc(C(C)C)n2c(nc3ccccc32)c1C#N	-9	0.2	9	94	-1	-2	-0.2	-2	/
CC1Cc2nc(SCC(=O)Nc3ccc4c(c3)OCO4)n(Cc3ccccc3)c(=O)c2S1 (stereo unspecified)	-1	-0.1	10	92	-10	0	-0.7	-1	-6
CC(C)=CCN1CCN(Cc2nc(-c3ccccc3)cs2)CC1CCO (stereo unspecified)	-6	2.3	-10	105	-4	-18	0.8	6	-6
COC(=O)C1=C(C)NC(C)=C(C(=O)OC)C1C(=O)OCc1nnc(-c2ccccc2)o1	/	-1.5	/	/	-16	/	-0.8	/	-2
COC(=O)[C@H](C)NC(=O)Nc1cccc(C(F)(F)F)c1	-2	-1.2	-78	105	-21	-7	0.6	6	-1
CCn1c(SCC(=O)NCc2ccccc2)nc2ccccc2c1=O	0	-0.6	-7	106	4	-6	-1.9	6	-2
Nc1nc(-c2ccccc2)c(-c2ccccc2)n1N	5	5.2	10	107	-9	1	15	7	-10
Cn1nc(C(F)(F)F)c(-c2ccc(Br)cc2)c1NC(=O)c1ccco1	-1	1.8	/	108	-8	-2	0.5	10	0
CCn1c(SCC(=O)C(C)(C)C)nnc1-c1cccnc1	-15	-0.2	10	/	-1	-12	0.1	/	-2
Cc1nnc(SCC(=O)Nc2ccccc2)n(N)c1=O	-11	0.8	-4	102	-4	-6	0.0	-2	-3
CCC(=O)n1nc(NCc2ccccc2OC)nc1NCc1ccccc1OC	3	0.0	1	103	-22	14	-1.6	2	-1
Cc1ccc(S(=O)(=O)C2(S(=O)(=O)c3ccc(C)cc3)CC2)cc1	-11	-0.2	/	102	1	-8	-3.0	16	7
O=c1[nH]cnc2c1nc(NCc1ccccc1)n2C1O[C@@H](CO)[C@H](O)[C@@H]1O (stereo partly specified)	2	0.0	-1	91	-1	0	0.4	-9	-5
Cc1cn(S(=O)(=O)c2ccc(Br)c3ccccc23)cn1	-10	-0.4	29	92	-11	-6	-1.2	-2	/
C/C(=N\NC(=O)c1cc(-c2cccc([N+](=O)[O-])c2)n[nH]1)c1ccc(F)cc1	-2	0.9	-7	103	2	5	-0.5	0	-6
CCc1nccn1-c1cc(C(C)(C)C)nc2c(-c3ccc(Cl)cc3)cnn12	-8	-0.5	27	110	-3	6	0.6	1	-2

Taken from above:
C/C(=N\NC(=O)c1cc(-c2cccc([N+](=O)[O-])c2)n[nH]1)c1ccc(F)cc1 – MEKK2 WT-MEK5: 103
Cc1cn(S(=O)(=O)c2ccc(Br)c3ccccc23)cn1 – M18AAP inhibitor: -6

The results go on.
SMILES	GPR7 antagonist	V1aR counter	NALP1 inh	MEKK2 WT-MEK5	OXTR potentiator	M18AAP inhibitor	OXTR ag	MEKK2 mut-MEK5	GalR3 antag
CC(C)C(C)NC(=O)CN1C(=O)NC2(CCc3ccccc32)C1=O (stereo unspecified)	-3	0.2	10	100	0	3	0.2	-1	-3
N#Cc1nc(COc2ccc(F)cc2)oc1N1CCN(Cc2ccccc2)CC1	35*	2.2	12	/	-15	-6	-1.3	/	-3
O=C(CCn1c(=S)[nH]c2ccccc2c1=O)NCCCN1CCCC1=O	-6	0.3	-2	106	-4	8	-0.5	1	-6
COc1ccc(-c2nc(N)ncc2-c2ccc(OC)c(OC)c2)c(O)c1	0	/	10	100	/	-4	/	0	0
CN(C1CCCC1)C1CCN(C(=O)CNC(=O)/C=C/c2ccccc2)CC1	-15	0.0	11	97	-5	1	0.3	-1	-11
N#CCC(=O)Nc1ccc(C(=O)OCC(=O)NC(=O)NCc2ccco2)cc1	/	2.1	/	/	-2	/	3.5	/	-5
Cc1ccc2nsnc2c1NC(=O)c1cncc(Br)c1	7	-0.6	28	94	-3	1	-0.8	-5	-2
CCn1c(C)nnc1SCC(=O)NC1CCCCCC1	-1	1.0	3	105	-7	2	-0.1	5	-2
COCCn1c(SC(C)C(=O)NCC2CCCO2)nc2scc(-c3ccc(F)cc3)c2c1=O (stereo unspecified)	/	-0.7	/	/	-5	/	-1.6	/	0
Cc1ccc(S(=O)(=O)N2CCOCC2)cc1C(=O)OC(C)C(=O)c1ccccc1 (stereo unspecified)	/	1.0	/	/	-10	/	-1.6	/	-4
CCCCC1CCC(C(=O)Nc2ccc(N3CCOCC3)cc2N2CCOCC2)CC1 (stereo unspecified)	/	-0.3	/	/	-5	/	0.3	/	4
CC(C)(C)c1nc(C(C)(C)C)c(Br)c(=O)[nH]1	3	0.3	16	104	-2	-9	-2.5	-2	-7
CC1CN/C(=C\C(=O)c2ccc(Cl)cc2)C(=O)N1 (stereo unspecified)	12	3.1	5	91	-6	0	1.5	-3	-4
COC(=O)Cc1[nH]c(Cl)nc1C(N)=O	-5	2.6	23	94	-3	-7	-0.1	-15	-5
C/C(=N\NC(=O)Cn1c(-c2ccccn2)nc2ccccc21)c1cccc(O)c1	1	0.3	4	80	-2	0	1.5	-13	3
COc1cccc(NC(=O)[C@@H]2CCCN2C(=O)C2CCN(S(=O)(=O)c3ccc(C)cc3)CC2)c1	-11	-0.1	5	97	-1	1	-2.0	-2	-6
O=C(CN1C(=O)c2ccccc2C1=O)Nc1sc2c(c1C(=O)NCc1ccco1)CCCC2	10	-0.2	20	107	-8	-4	-0.6	6	-1
CCSc1nnc(NC(=O)CCN2C(=O)C3CCCCC3C2=O)s1 (stereo unspecified)	/	-0.2	/	/	-6	/	0.4	/	-2
COc1ccc(C(=O)Nc2ccncc2)c(OC)c1	-8	-0.9	14	93	2	-10	-2.2	-4	-2
O=C(CSc1ccc2nnc(-c3ccccc3)n2n1)NCC1CCCO1 (stereo unspecified)	-21	-0.9	-2	96	5	-2	-1.0	1	-7
COc1ccccc1C/C(N)=N/OC(=O)c1cccs1	-2	-0.3	9	103	6	-14	0.3	3	-3
O=C(CC1NCCNC1=O)Nc1ccc2c(c1)OCO2 (stereo unspecified)	-9	1.1	-8	92	-11	0	-0.7	-7	0
O=C(NC1CCCCC1)c1ccccc1NC(=O)C1CC(=O)N(c2ccc(Cl)cc2)C1 (stereo unspecified)	-17	0.1	-4	93	-9	3	-0.8	5	3
O=C(Nc1cc(S(=O)(=O)N2CCCCC2)ccc1N1CCCCC1)C1CC1	-5	-1.3	/	104	-2	3	-2.0	2	-8
COC(=O)Cc1cc(=O)oc2cc(OC)ccc12	-6	-0.7	39	104	3	0	-0.5	4	-3
CCC(=O)NC(Nc1sc2c(c1C(=O)OC)CCN(C)C2)(C(F)(F)F)C(F)(F)F	-1	0.1	2	97	1	3	-0.2	-3	-3
Cc1ccc(S(=O)(=O)c2cccc(S(=O)(=O)N3CCOCC3)c2)cc1S(=O)(=O)N1CCOCC1	-1	2.4	14	2.0*[inhibitor]	-23	-16	0.4	-15	-1
COCCC(=O)NC12CC3CC(CC(C3)C1)C2	-9	1.1	12	106	-4	-2	-1.0	1	-6
Cc1ccc(OCC(=O)N(C)CC(=O)N(CC(C)C)c2c(N)n(CC(C)C)c(=O)[nH]c2=O)c(C)c1	/	-0.6	/	/	-2	/	-1.0	/	-3
Cc1cccc(Nc2c([N+](=O)[O-])c(=O)oc3ccccc23)c1	4	-0.5	/	78	0	9	-0.2	-3	1

Complete entries, looked up by structure. Order of values: GPR7 antagonist	V1aR counter	NALP1 inh	MEKK2 WT-MEK5	OXTR potentiator	M18AAP inhibitor	OXTR ag	MEKK2 mut-MEK5	GalR3 antag
`O=C(Nc1cc(S(=O)(=O)N2CCCCC2)ccc1N1CCCCC1)C1CC1` as listed: -5	-1.3	/	104	-2	3	-2.0	2	-8
`Cc1ccc(OCC(=O)N(C)CC(=O)N(CC(C)C)c2c(N)n(CC(C)C)c(=O)[nH]c2=O)c(C)c1` as listed: /	-0.6	/	/	-2	/	-1.0	/	-3

(continued)
SMILES	GPR7 antagonist	V1aR counter	NALP1 inh	MEKK2 WT-MEK5	OXTR potentiator	M18AAP inhibitor	OXTR ag	MEKK2 mut-MEK5	GalR3 antag
COCCCNC(=O)C1CC(=O)N(CCc2ccccc2)C1 (stereo unspecified)	-6	0.3	1	98	6	-6	0.5	-5	-5
CCOCCCNC(=O)C1CCCN(S(=O)(=O)CC)C1 (stereo unspecified)	-6	0.6	1	100	-3	-1	0.8	1	2
COC(=O)c1ccc(N(C(=O)CNC(=O)c2ccco2)C(C(=O)NCC2CCCO2)c2ccc(OC)c(OC)c2)cc1 (stereo unspecified)	-1	-0.2	18	98	-3	1	0.5	-2	0
CCC(CC)C(=O)Nc1cccc(C(=O)c2ccccc2)c1	-1	1.4	15	98	-7	-4	2.3	-4	-5
COCCCN1C(=O)c2[nH]nc(-c3ccccc3O)c2C1c1ccc(Cl)cc1 (stereo unspecified)	-2	2.2	16	81	-4	-3	1.4	-19	-3
CCCCC(=O)NC(Nc1nc(C2CC2)cs1)(C(=O)OCC)C(F)(F)F (stereo unspecified)	5	-1.1	17	92	-12	1	-3.0	-3	-5
Fc1ccc2c(c1)C(c1ccncc1)=NNC(c1ccc(Br)cc1)=N2	-2	-1.3	13	105	3	-9	-2.9	-1	-5
CC(=O)NC(Cc1ccccc1)C(=O)N1CCN(C(=O)c2ccco2)CC1 (stereo unspecified)	7	0.0	18	93	-8	-1	0.3	-6	/
OCC1(Cc2cccc(Cl)c2)CCCN(Cc2ccc(F)c(F)c2)C1 (stereo unspecified)	0	1.2	15	107	4	1	-1.4	2	-7
